# b-catenin transl: beta-catenin nuclear translocation modulation. HeLa beta-catenin nuclear translocation, immunofluorescence imaging. nuclear translocation activity, % at 5 µM. actives 0.3% (n = 190,000). AID 1665;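 active = nuclear translocation activity above 50% at 5 µM, with a well cell count of 50 or more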;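 also: per-cell ratio of nuclear to cytoplasmic median beta-catenin stain intensity; plate controls were DMSO negative control for no effect and GSK-3 inhibitor IX positive control for full effect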
#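 Test system: HeLa cells, endogenous beta-catenin; Compound: single 5 µM dose plus 0.02–20 µM confirmation series; Times: compound exposure 24 h at 37°C; Signal: fluorescence imaging of beta-catenin antibody stain plus DAPI; Read-out: % activation, nuclear-to-cytoplasmic median beta-catenin signal ratio per cell.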
# T cell modulator: modulates CD8 T cell binding to vesicles; 2C CD8+ T cell-vesicle binding, flow cytometry; hits give low values; calls only at 7 µM; actives 0.068% (n = 330,000); AID 2052;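 active = response, share of CD8 T cells binding vesicles, and their 90th percentile fluorescence all below set limits, cut at about 80% in these data, passing the limit was not always enough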
#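 Benchmarks: naked versus QL9-loaded vesicles / Assay system: purified 2C TCR transgenic mouse naive CD8+ T cells / Technique: high-throughput flow cytometry with anti-B7-1 and anti-CD8 staining / Timing: Cell–vesicle co-incubation 1.5 h at 37 °C, staining 20 min on ice / Read-out: percent CD8+ FL2 mean versus row control / Probe or stimulus: QL9-loaded Drosophila micro-vesicles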
# P. falciparum M1AAP: P. falciparum M1AAP inhibitors, biochemical, fluorogenic H-Leu-NHMec substrate, 1536-well (AID 1445) | recombinant M1AAP, H-Leu-NHMec fluorogenic kinetic assay; higher % means a stronger effect | inhibition, % at 30 µM, or IC50 in µM where a hit was titrated | actives 0.42% (n = 220,000);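 active = primary inhibition above the hit cutoff, then over 50% inhibition at one or more dose response concentrations, cut at about 23% in these data, passing the limit was not always enough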;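 also: plate controls were DMSO full reaction for no effect and no enzyme background for full effect; strong numbers were not always called active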
# MT stabilizer: microtubule stabilization, imaging screen | HeLa tubulin immunostaining HCS, 24 h; share of cells brighter than vehicle mean+2SD | % tubulin-high responders, % at 10 µM | AID 2205 | actives 0.83% (n = 200,000);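 active = plate Z-score above 3 for both tubulin-high and condensed-nucleus cell shares, with cell loss under 80%, at 10 µM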;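 also: anti alpha tubulin signal scored within the nucleus-defined area of each cell; some results filed as inactive read as strong as hits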
# Dynein transport: dynein cargo transport inhibition. 3617.4 mouse cells, GR-EGFP nuclear translocation imaging; test concentration mostly 20 µM; stimulated with dexamethasone, 1 µM; hits give low values. z-score, hits read low. actives 0.47% (n = 220,000);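 active = plate z-score of nuclear minus cytoplasmic receptor signal below a set negative limit, without overly bright fluorescence or cell loss, cut at about -3.5 in these data, passing the limit was not always enough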;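 also: z-score of nuclear minus cytoplasmic ring GR-EGFP intensity difference per well; some compounds called inactive have numbers as strong as hits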
#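 Buffer or medium: Induction medium lacking tetracycline, stripped serum | Also added: Dexamethasone agonist, 1.0 µM final, for 30 min | Timing: 48 h induction, 1 h compound, 30 min dex at 37 °C | Detection: Formaldehyde fixation, Hoechst nuclear stain, 10x automated fluorescence imaging | Measure: Nuclear versus cytoplasmic GR-EGFP signal, averaged per well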
# Yfh1-off respiration: enhancers of respiration in Yfh1-depleted yeast, dose response, Friedreich's ataxia, plus single-dose screen (AID 1465). S. cerevisiae Yfh1-off respiration, WST-1 reduction, 72 h; higher fold induction means a stronger effect. one-dose fold induction at 50 µM; EC50 in µM for titrated hits. actives 0.074% (n = 220,000);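 active = fold induction of absorbance versus untreated yeast above a set limit, then at least 30% activation at any dose in follow-up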;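 also: activators that raise dye reduction in frataxin-depleted yeast; strong numbers were not always called active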
# Autophagy HCS: modulators of autophagy | calls only at 10 µM (by protocol) | MEF GFP-LC3 puncta imaging; test concentration mostly 10 µM | AID 463193 | actives 0.98% (n = 190,000);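 active = percentage of spot-positive cells more than 3 SD above its plate mean, without a fluorescence outlier flag or 80% toxicity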;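 also: spot-positive cell cutoff set from DMSO-treated cells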
# M17LAP inhibition: P. falciparum M17LAP inhibitors, primary screen, biochemical, fluorogenic H-Leu-NHMec substrate, 1536-well (AID 1619); recombinant M17LAP, H-Leu-NHMec fluorogenic kinetic assay; higher % means a stronger effect; inhibition, % at 30 µM, or IC50 in µM where a hit was titrated; actives 0.38% (n = 220,000);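 active = compound inhibiting the enzyme by more than half at any dose during confirmatory dose-response retesting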;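 also: plate controls were full reaction with DMSO carrier for no effect and no enzyme background for full effect; strong numbers were not always called active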
# WT yeast gro inh: growth inhibition of WT yeast, mitochondrial fusion screen. mitochondrial fusion phenotypic screen, WT strain. inhibition, % at 10 µM. actives 2.1% (n = 190,000). AID 1362; in the data active = inhibition above about 58%; tested in S. cerevisiae
# WT yeast gro inh mutant strain: recorded beside WT yeast gro inh, whose call it bears; inhibition, %; mitochondrial fusion phenotypic screen, mutant strain inhibition
# Dynein transport cytoplasmic EGFP: further read-out of Dynein transport, marked with its call; z-score; measured here: cytoplasmic GR-EGFP intensity; hits give high values
# Dynein transport nuclear GR-EGFP: recorded beside Dynein transport, whose call it bears; z-score; measured here: nuclear GR-EGFP intensity;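 lower value marks the stronger effect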
# Dynein transport cell count: further read-out of Dynein transport, marked with its call; z-score; measured here: cell count per field
# b-catenin transl cell count 5 µM: further read-out of b-catenin transl, marked with its call; cell count; measured here: cell count, cytotoxicity flag
# T cell modulator vesicle-bound %: also measured in T cell modulator; calls as there; double positive events, %; measured here: CD8+ vesicle-bound cell fraction;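 binding gate set so that unloaded-vesicle control wells show 10% double positive cells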
# MT stabilizer Hoechst-high %: further read-out of MT stabilizer, marked with its call; % Hoechst-high responders; measured here: nuclear condensation Hoechst responders;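 share of cells brighter than vehicle mean plus two SD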
# MT stabilizer cytotoxicity %: further read-out of MT stabilizer, marked with its call; toxicity, %; measured here: cytotoxicity by cell density;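 0% = mean cell density of plate MIN control wells and 100% = no cells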
# Autophagy HCS cell loss 18 h: further read-out of Autophagy HCS, marked with its call; toxicity, %; measured here: cell loss, nuclei count;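 cell loss after 18 h compound exposure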
# * hit, by the source's call; i = inactive; / = no result given; + = active, no number. Rows are unselected; about 4.4% have a hit in one of these screens.
SMILES,b-catenin transl,b-catenin transl cell count 5 µM,T cell modulator,T cell modulator vesicle-bound %,P. falciparum M1AAP,MT stabilizer,MT stabilizer Hoechst-high %,MT stabilizer cytotoxicity %,Dynein transport,Dynein transport cytoplasmic EGFP,Dynein transport nuclear GR-EGFP,Dynein transport cell count,Yfh1-off respiration,Autophagy HCS,Autophagy HCS cell loss 18 h,M17LAP inhibition,WT yeast gro inh,WT yeast gro inh mutant strain
O=c1c(CN2CCN(c3ccccn3)CC2)coc2ccccc12,1.1,933,i,59,3%,2.9,2.5,2.3,-0.15,-0.23,0.26,-0.68,i,i,-3,4%,-2,-13
CC1=NN(c2ccccc2)C(=O)C1C=Nc1ccccc1O (stereo unspecified),-0.2,1309,i,17,13µM*,/,/,/,-0.35,0.018,-0.18,0.79,i,/,/,11%,/,/
O=C(CN1CCCCC1)n1c2ccccc2c2ccccc21,-3.4,1172,i,57,2%,/,/,/,0.76,-0.17,0.27,-0.68,i,/,/,3%,/,/
CCCn1c(N)c(Br)c(=O)[nH]c1=O,-2.0,1086,i,45,7%,2.2,3.2,6.2,-1.1,-0.27,-0.71,0.74,i,i,10,6%,-1,1
Cc1onc(-c2c(F)cccc2Cl)c1C(=O)NNC(=O)C1CCN(Cc2ccccc2)CC1,-2.9,1052,i,43,0%,3.4,3.6,8.0,-0.24,0.28,0.0042,0.77,i,i,1,2%,-9,21
CC(=O)c1cnn(-c2cc(Oc3ccccc3C)ncn2)c1C,-2.6,1049,i,30,6%,2.8,1.6,6.4,1.8,0.58,1.7,-1.7,i,i,37,9%,-16,-16
O=S(=O)(N=S(N1CCCCC1)N1CCCCC1)c1ccccc1,/,/,i,43,4%,2.1,1.5,6.9,-0.34,-0.21,0.063,0.42,i,i,3,12%,-4,-4
C=CCn1c(=NC(=O)c2cccs2)sc2cc(NC(C)=O)ccc21,-3.8,1140,i,46,2%,2.2,1.0,10,-0.42,-0.22,0.073,-0.042,/,i,-13,0%,-1,5
CCOC(=O)c1c(-c2ccc(C)o2)csc1NC(=O)COC(=O)c1ccc(NC(N)=O)cc1,4.2,1021,i,6,5%,1.8,1.9,9.0,-0.56,1.1,0.081,0.7,i,i,-6,1%,4,0
COc1ccc(OC)c(S(=O)(=O)NCCC2=CCCCC2)c1,-0.5,1010,i,49,-3%,3.9,2.6,6.8,-0.74,-0.24,-0.53,0.32,i,i,26,8%,1,1
CCOc1ccc(OCC)c(NC(=O)CN2CCN(C(=O)c3ccco3)CC2)c1,-0.2,1058,i,26,4%,2.7,1.8,2.5,-0.64,-0.2,-0.11,-0.12,i,i,2,-4%,4,-4
COc1cnc(SC)nc1Nc1ccc(C#N)cc1,-0.4,1318,i,53,9%,/,/,/,-0.049,-0.25,0.61,-0.42,i,/,/,16%,/,/
CCOC(=O)c1c(NC(=O)Cn2nc(C(=O)O)c3ccccc3c2=O)sc(C)c1C,-4.7,1209,i,30,3%,/,/,/,-0.029,-0.25,-0.061,0.021,i,/,/,-3%,/,/
COc1ccc(C2C(C#N)=C(N)N(c3sc4c(c3C#N)CCCC4)C3=C2C(=O)CC(C)(C)C3)cc1 (stereo unspecified),2.7,989,i,6,10%,1.9,1.3,4.8,1.4,0.0078,1.3,-1.6,i,i,-5,-1%,10,-5
Cc1ccc(-c2csc(NC(=O)c3cccc([N+](=O)[O-])c3C(=O)O)n2)cc1,-0.3,1072,i,49,-4%,1.8,0.5,6.0,0.72,-0.25,-0.025,-0.29,i,i,10,-3%,12,-1
COc1ccc(N/N=C(/N=Nc2nc(C)cc(=O)[nH]2)c2ccccc2)cc1,2.4,749,i,50,-5%,1.7,0.8,27,-1.2,-0.034,-0.45,1.1,i,i,39,-2%,47,40
CCc1sc2nc(SCC(=O)Nc3cc(C)on3)n(-c3cccc(OC)c3)c(=O)c2c1C,0.0,1257,i,28,3%,5.8,1.5,2.4,1.3,-0.096,0.99,-1.3,i,+,4.1*,-1%,0,-23
O=C(CSC1=Nc2ccccc2C2=NC(CC(=O)NCc3ccco3)C(=O)N12)NCc1ccco1 (stereo unspecified),/,/,i,50,18%,2.3,1.3,9.4,-0.18,0.064,0.058,-0.2,i,i,-7,33%,-7,-17
O=C(COC(=O)Cc1c(Cl)cccc1Cl)NCC1CCCO1 (stereo unspecified),-0.1,958,i,44,-2%,1.2,0.9,5.1,1.3,-0.25,1.1,-0.98,i,i,-3,10%,12,4
O=C(COC(=O)CC1CCCC1)Nc1ccc(OC(F)F)cc1,-1.3,1001,i,36,1%,5.8,2.6,5.2,-0.23,-0.31,0.18,-0.42,i,i,0,3%,2,15
O=C(COc1ccccc1)Nc1ccc(S(=O)(=O)N2CCCCCC2)cc1,/,/,i,51,1%,1.2,0.7,4.9,1.2,-0.26,0.24,0.4,i,i,-12,5%,-1,7
CC(C)(C)n1ncc2c(=O)n(CC(=O)N3CCCCCC3)cnc21,-1.7,1407,i,28,-1%,2.8,1.6,6.9,-0.0052,-0.19,0.17,0.1,i,i,-7,0%,-7,1
Cc1ccc(NC(=S)Nc2ccc(Cl)c(Cl)c2)c(OC(F)F)c1,-1.4,1082,i,51,5%,5.3,0.6,0.6,-1.5,0.12,-0.77,-1.2,i,i,2,1%,80*,80*
COc1ccc(-c2cn3cccnc3n2)cc1,-2.3,1166,i,13,15%,2.4,2.0,9.7,0.21,0.36,0.39,0.16,i,i,-30,-10%,15,17
Cc1cccc(C(=O)NCCN2CCN(c3ccccc3)CC2)c1,-2.7,1430,i,48,6%,1.4,1.2,2.2,-1.2,-0.23,-0.59,3.2,i,i,16,-7%,15,20
COC(=O)[C@H](CCSC)NC(=O)NCCC1=CCCCC1,-5.3,1253,i,56,3%,3.4,3.8,22,1.9,-0.26,1.3,-0.62,i,i,49,0%,-11,-21
O=C(Nc1ccc(-c2nnc3n2CCCCC3)cc1)c1cnccn1,-2.0,1078,/,/,8%,1.7,1.2,2.5,-0.33,-0.39,-0.064,0.72,/,i,38,13%,-10,-27
COc1cccc(C2CC(=O)NC(SC)=C2C#N)c1 (stereo unspecified),/,/,i,38,3%,4.4,2.6,5.5,-0.22,-0.14,0.084,-0.031,i,i,7,-1%,0,4
Cc1ccc2c(C)nc(/N=C(\N)NC(=O)N3c4ccccc4Sc4ccccc43)nc2c1,0.0,444,i,43,12%,4.2,2.3,3.4,0.019,-0.24,0.81,-0.41,i,i,-51,-18%,-4,-2
CCCS(=O)(=O)N1CCN=C1SCc1cccc2ccccc12,-0.6,1110,i,62,3%,2.9,2.4,2.9,-0.075,-0.26,-0.007,0.0073,/,i,1,-13%,0,-12
Cc1cc2c(ncn2C(C)C)c(N)c1C,0.7,1070,i,52,0%,1.8,2.1,10,/,/,/,/,i,i,4,4%,-15,-1
O=C1CC(c2ccco2)c2ccc3ccccc3c2N1 (stereo unspecified),-0.2,1128,i,50,-6%,3.8,1.5,0.3,0.13,-0.22,0.038,0.17,i,i,-23,9%,2,-14
CCCSc1nc2c(cnn2-c2ccc(Cl)cc2)c(=O)[nH]1,-1.8,1131,i,31,3%,3.3,3.9,9.6,-0.95,-0.13,-0.34,0.77,i,i,5,6%,5,23
CCOc1cc(/C=C2/NC(=O)NC2=O)cc([N+](=O)[O-])c1O,0.8,1459,i,60,17%,4.3,1.6,11,-0.12,-0.34,-0.33,-0.13,i,i,7,20%,0,11
CC(=O)/C(=N/Nc1ccccc1C)N1CCOCC1,2.8,1368,i,39,7%,3.0,2.1,11,0.15,-0.17,0.62,0.14,i,i,-22,-15%,10,0
CCOC(=O)c1nc2ccccc2c(=O)[nH]1,-4.5,1033,i,26,0%,/,/,/,-0.57,-0.29,-0.32,1.3,i,/,/,13%,/,/
CCCN(CCC)C(=O)Cn1c(=O)c2sccc2n2c(=S)sc(-c3ccccc3)c12,-2.4,1159,i,44,8%,22,1.2,9.6,-1.4,-0.084,-0.53,0.86,/,+,-11*,1%,-8,5
COc1ccc(N=C/C=C2\C=C(c3ccccc3)OC(C)(C)O2)cc1,/,/,i,60,12%,2.2,0.5,27,-0.92,-0.24,-0.6,0.88,i,i,4,-10%,1,-13

# Two compounds drawn at random from the list so far:
SMILES,b-catenin transl,b-catenin transl cell count 5 µM,T cell modulator,T cell modulator vesicle-bound %,P. falciparum M1AAP,MT stabilizer,MT stabilizer Hoechst-high %,MT stabilizer cytotoxicity %,Dynein transport,Dynein transport cytoplasmic EGFP,Dynein transport nuclear GR-EGFP,Dynein transport cell count,Yfh1-off respiration,Autophagy HCS,Autophagy HCS cell loss 18 h,M17LAP inhibition,WT yeast gro inh,WT yeast gro inh mutant strain
Cc1cc2c(ncn2C(C)C)c(N)c1C,0.7,1070,i,52,0%,1.8,2.1,10,/,/,/,/,i,i,4,4%,-15,-1
CCCSc1nc2c(cnn2-c2ccc(Cl)cc2)c(=O)[nH]1,-1.8,1131,i,31,3%,3.3,3.9,9.6,-0.95,-0.13,-0.34,0.77,i,i,5,6%,5,23

# High-throughput results (PubChem BioAssay)
